Rat MKP-3 inhibitors: inhibition of rat DUSP6 enzyme activity – biochemical, in vitro, primary screen (AID 425); recombinant MKP-3 phosphatase activity, fluorescence; higher % means a stronger effect; inhibition, % at 20 µM; hits with a dose series show IC50 in µM; actives 0.17% (n = 110,000); in the data active = inhibition above about 50%;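 note: plate controls were vehicle for no effect and reference inhibitor for full effect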
Hsp70 displacement: Hsp70 inhibitors, probe displacement, primary screen, biochemical, fluorescence polarization (AID 583); actives 0.06% (n = 140,000); displacement, % at 20 µM; hits with a dose series show IC50 in µM; Hsp70 fluorescence polarization probe displacement, mP; higher % means a stronger effect; in the data active = displacement above about 50%;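 note: plate controls were vehicle for no effect and reference ligand for full effect; a part of the inactive calls stands beside numbers as strong as those of hits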
Starred values were filed as active, the others as inactive; / = no result given; & = joins results of further samples. An excerpt, so the mix of outcomes need not match the whole.

canonical_smiles | Rat MKP-3 inhibitors | Hsp70 displacement
CCOC(=O)CN1C(=O)COc2ccc(C(C)(C)C)cc21 | -3.1% | -0.6%
Cc1c(Cl)cccc1N=Cc1ccc([N+](=O)[O-])o1 | 5.9% | -5.6%
Cc1c(Cl)cccc1NC(=O)CN(c1ccc(Br)cc1)S(=O)(=O)c1ccccc1 | 3.2% | -0.4%
COCCCNC(=O)COc1ccccc1 | -3.3% | -2.4%
Cc1cc(S(=O)(=O)N2CCC(NC(=O)C34CC5CC(CC(C5)C3)C4)CC2)ccc1-n1cnnn1 | 0.8% | 0.6%
COc1ccc(C2SCCN2S(=O)(=O)c2ccc(C)cc2)cc1 (centres undefined) | 0.3% | -1.3%
CC(=O)Nc1ccc(NC(=O)CN(c2ccccc2Cl)S(C)(=O)=O)cc1 | -3.6% | 1.4%
CCCCC(=O)Nc1ccc(C(=O)NCC(=O)OC)cc1 | -16.6% | 3.5%
Cc1nc(N2CCN(c3ccccc3)CC2)nc2c1C(=O)CC(C)C2 (centres undefined) | -9.4% | -1.0%
CC1=C(C(=O)Nc2cccnc2)C(c2ccc(C(C)C)cc2)n2ncnc2N1 (centres undefined) | 0.4% | 0.2%
N#CC1=C(N)C(C#N)(C#N)[C@H](c2c(F)cccc2F)[C@H]2CC3(CC=C12)OCCO3 | -13.2% | 14.8%
CCN(CC)CCOc1c(Br)ccc2c1sc1nc3n(c(=O)c12)CCC3 | 7.1% | 11.2%
O=C(COc1ccc2ccccc2c1)Nc1cccc2ccccc12 | 3.3% | -2.5%
COC(=O)CN1C(=O)C(O)(CC(=O)c2ccccc2)c2ccccc21 (centres undefined) | -13.6% | -4.0%
Cc1nn(Cc2ccc(F)cc2)c(C)c1NC(=O)c1nn(C)cc1Cl | / | 1.1%
C/C(N)=C(/C#N)C(=O)COC(=O)CCC1CCCC1 | / | -7.0%
CCCCn1c(-c2ccccc2)nnc1-c1ccccc1 | 6.2% | 2.2%
Cc1nc2ccc(S(=O)(=O)N(C)CC(=O)NCc3ccc4c(c3)OCO4)cc2s1 | 3.7% | -0.2%
CCc1cc(=O)oc2cc(OCc3ccc(F)cc3)ccc12 | 0.0% | -2.3%
Cn1c(SCC(=O)NC2CCCCC2)nnc1-c1cc2cc(Cl)ccc2o1 | -1.5% | 2.7%
Cc1cc(NC(=O)CN2C(=O)C3CC=CCC3C2=O)no1 (centres undefined) | / | -6.2%
CC(C)COC(=O)C(N)C(C(=O)OCC(C)C)c1ccccc1 (centres undefined) | 0.6% | -0.3%
O=C(NCc1cccc(Cl)c1)c1ccco1 | -2.2% | 4.6%
O=C(N/N=C/c1ccc(C(=O)O)cc1)C(=O)NC1CCCCC1 | -0.4% | 4.1%
CC(=O)Nc1ccc(S(=O)(=O)NCC2CCC(C(=O)NC3CCCCCC3)CC2)cc1 (centres undefined) | / | -1.9%

canonical_smiles | Rat MKP-3 inhibitors | Hsp70 displacement
Fc1ccc2nc3[nH]c4ccccc4c3nc2c1 | -0.1% | -7.0%
COc1ccc(N2C(=O)CCC(C(=O)N3CCOCC3)C2c2ccc(F)cc2)cc1 (centres undefined) | 5.2% | 4.1%
COc1ccccc1NCN1C(=O)CSC1=O | -0.5% | -9.1%
CCc1ccc(-c2cc(C(=O)NC(C)(C)C)c3ccccc3n2)cc1 | -1.4% | 3.7%
COc1ccccc1-c1nc(C#N)c(N2CCc3ccccc3C2)o1 | -1.9% | 2.1%
CCCC(=O)Nc1ccc(NC(=O)c2cccc(Cl)c2)cc1 | 3.6% | -0.1%
COc1ccc(/C=C(/NC(=O)c2ccco2)C(=O)N2CCCCC2)cc1 | 1.4% | -4.4%
O=C(Nc1ccc(N2CCOCC2)cc1)c1cc2ccccc2oc1=O | 2.9% | -2.1%
O=C(CCCN1C(=O)c2cccc3cccc(c23)C1=O)N1CCN(Cc2ccc3c(c2)OCO3)CC1 | 2.8% | -1.2%
COc1ccc(S(=O)(=O)N(CCCN2CCCC2=O)Cc2cc3c(C)cc(C)cc3[nH]c2=O)cc1 | -10.2% | -4.5%
O=S(=O)(c1ccc(-c2csc(=Nc3ccccc3)n2CCCN2CCOCC2)cc1)N1CCOCC1 | / | -0.4%
O=C(N/N=C\c1cn(Cc2ccc(Cl)c(Cl)c2)c2ccccc12)c1ccc([N+](=O)[O-])cc1 | -0.1% | -3.7%
O=C(Cc1ccsc1-c1ccccc1)NO | 15.1% | -2.8%
CC(C)Sc1nc2c(c(=O)n1-c1ccc(F)cc1)SCC2 | -11.8% | 8.4%
CCCc1[nH]nc2c1C1(CCOC1C)C(C#N)=C(N)O2 (centres undefined) | -1.6% | 1.6%
Cn1c(SCC(=O)Nc2ccccc2-c2ccccc2)nnc1-c1ccco1 | -8.3% | -2.1%
O=C(N/N=C/c1cc([N+](=O)[O-])ccc1Cl)Nc1ccccc1 | 2.7% | 0.6%
COC(=O)C1=C(C)NC2=C(C(=O)CC(c3cccs3)C2)C1c1ccsc1 (centres undefined) | -3.3%&0.2% | 6.6%&3.2%
CC(NC(=O)/C(=C\c1ccc2c(c1)c1ccccc1n2C)NC(=O)c1ccccc1)c1ccccc1 (centres undefined) | 0.7% | 1.9%
CCN(CC)c1ccc(/C=C2N=C(/C=C/c3ccccc3)OC/2=O)cc1 | 3.5% | -76.7%
CCOc1ccc(OCC)c(NS(=O)(=O)c2ccc3c(c2)CCN3C(=O)C2CCC2)c1 | / | -0.3%
COCCOC(=O)c1c(C)oc2ccc(OC(=O)c3c(OC)cccc3OC)cc12 | -9.2% | 7.5%
CCN1C(=S)SC(=O)C1=C1C=C(C)OC(C)=C1 | 2.3% | 9.0%
Cc1csc(SCCn2c(Br)nc3c2c(=O)[nH]c(=O)n3C)n1 | -10.1% | -2.5%
CCN1CCN(C(=O)c2cc3c(s2)-c2ccccc2S(=O)(=O)C3)CC1 | -14.3% | 1.5%

Three entries already listed, sorted by SMILES length, highest first.
canonical_smiles | Rat MKP-3 inhibitors | Hsp70 displacement
COc1ccc(S(=O)(=O)N(CCCN2CCCC2=O)Cc2cc3c(C)cc(C)cc3[nH]c2=O)cc1 | -10.2% | -4.5%
COc1ccc(N2C(=O)CCC(C(=O)N3CCOCC3)C2c2ccc(F)cc2)cc1 (centres undefined) | 5.2% | 4.1%
CCOC(=O)CN1C(=O)COc2ccc(C(C)(C)C)cc21 | -3.1% | -0.6%

Entries shown so far with a furan ring, fused or not, in the order listed:
canonical_smiles | Rat MKP-3 inhibitors | Hsp70 displacement
Cc1c(Cl)cccc1N=Cc1ccc([N+](=O)[O-])o1 | 5.9% | -5.6%
Cn1c(SCC(=O)NC2CCCCC2)nnc1-c1cc2cc(Cl)ccc2o1 | -1.5% | 2.7%
O=C(NCc1cccc(Cl)c1)c1ccco1 | -2.2% | 4.6%
COc1ccc(/C=C(/NC(=O)c2ccco2)C(=O)N2CCCCC2)cc1 | 1.4% | -4.4%
Cn1c(SCC(=O)Nc2ccccc2-c2ccccc2)nnc1-c1ccco1 | -8.3% | -2.1%
COCCOC(=O)c1c(C)oc2ccc(OC(=O)c3c(OC)cccc3OC)cc12 | -9.2% | 7.5%

More entries follow:
canonical_smiles | Rat MKP-3 inhibitors | Hsp70 displacement
O=C1/C(=C/c2ccc3c(c2)OCO3)SC(=NCc2ccccc2)N1Cc1ccccc1 | 3.5% | -3.9%
COc1cc(CCC(=O)N2CCN(S(=O)(=O)c3ccc(C)c(C)c3)CC2)cc(OC)c1OC | 3.7% | 3.9%
Cc1ccc(C(=O)Nc2ccc(S(=O)(=O)N3CCC(C)CC3)cc2)cc1 | 2.5% | 4.9%
Cc1cc(OCC(=O)Nc2cccc(Cl)c2Cl)ccc1Br | 0.0% | -0.5%
COc1cc(C2=NOC(C(=O)NCc3cccs3)C2)cc(OC)c1OC (centres undefined) | / | 7.7%
CC1CCCCN1C(=O)c1ccccc1NC(=O)c1ccco1 (centres undefined) | -4.0% | 1.4%
O=C(COc1ccccc1Cl)N1CCN(c2ncccn2)CC1 | -8.4% | -0.8%
O=C(Nc1ccc(Cl)cc1F)c1ccc(COc2c(F)c(F)c(F)c(F)c2F)o1 | -6.6% | 2.0%
O=C(N1CCOCC1)N1CCN(C(=O)N(c2ccccc2)c2ccccc2)CC1 | -2.9% | /
Nc1nnc(SCC(=O)Nc2nnc(SCC(=O)Nc3ccccc3)s2)s1 | 3.0% | -0.6%
Cc1oc(CC(C)C)cc1C(=O)Nc1ccc(C(=O)O)cc1 | 0.9% | -2.4%
COc1ccc(C(=O)N2CCCC2)cc1S(=O)(=O)N1CCC(C)CC1 | -7.8% | -1.4%
CSc1nc2sc3c(c2c(=O)n1C)CCCC3 | -5.5% | -5.1%
CC(C)CNC(=O)C(=O)Nc1cccc(Cl)c1Cl | 0.6% | 1.9%
COC(=O)/C(=C(/C)c1ccccc1)[N+](=O)[O-] | -1.2% | 3.9%
CC(=O)NC(NCc1cccnc1)C(Cl)(Cl)Cl (centres undefined) | 4.1% | 0.6%
COC(=O)Cn1cc(C(=O)c2ccco2)c2ccccc21 | -22.5% | 2.5%
CC(C)Cn1c(N2CCN(C(=O)c3cccs3)CC2)nc2ccccc21 | -6.6% | 1.1%
CCN(CC)C(=O)c1sc(NC(=O)c2ccc3c(c2)OCO3)c(C#N)c1C | / | 4.7%
CC1CC(=O)NN=C1c1ccc(N)c(N)c1 (centres undefined) | 2.6% | -0.4%
Cc1oc2ccc(NS(=O)(=O)c3ccccc3)cc2c1C(=O)OC(C)C | -4.1% | -0.4%
CC1CCCCC1NC(=O)c1ccc(N2CCCC2=O)cc1 (centres undefined) | -2.7% | -0.6%
CC(NC(=S)Nc1ccccc1)C1COc2ccccc2O1 (centres undefined) | 3.3% | -3.7%
Cc1cccc(-c2noc(CCCC(=O)Nc3cccnc3)n2)c1 | -3.2% | 0.1%
CCOC(=O)c1c(NC(=O)c2ccc(S(=O)(=O)N3CCCCCC3)cc2)sc(C(C)=O)c1C | 2.1% | -3.5%

canonical_smiles | Rat MKP-3 inhibitors | Hsp70 displacement
CCOC(=O)CSc1nc2ccccc2n1CC(=O)N1CCN(c2ccccc2)CC1 | -2.1% | 4.5%
O=C(NCCCN1CCOCC1)c1ccc(CS(=O)(=O)Cc2ccccc2Cl)o1 | -9.9% | 6.8%
CC(=O)C1=C(O)C(=O)N(CC2CCCO2)C1c1ccccc1F (centres undefined) | 3.1% | -2.0%
O=C(CCn1c(=O)oc2ccccc21)NCCN1CCc2ccccc2C1 | 1.3% | 4.2%
Cn1c(CCN2CCCCC2)nc2cc(NS(=O)(=O)c3ccccc3)ccc21 | -1.5% | 2.7%
COc1cc(OC)cc(-c2nnc(SCC(=O)N(Cc3ccccc3)C(C)(C)C)o2)c1 | -6.0% | 3.5%
COc1ccc(N(Cc2ccc(C(=O)NC3CCCC3)cc2)S(=O)(=O)c2ccccc2)cc1 | 3.6% | -1.1%
O=C(CSc1nnc(CNC(=O)c2c(F)cccc2Cl)o1)c1ccccc1 | -3.7% | -0.5%
NC(=O)c1ccsc1NC(=O)c1nc(-c2ccccc2)n(-c2ccccc2)n1 | -13.5% | -3.3%
Cc1cc(C)c(S(=O)(=O)N(CC(=O)O)CC(=O)O)c(C)c1 | / | 5.8%
CC1=C(C(=O)OCCOc2ccccc2)C(c2ccc(C)o2)C2=C(CC(C)(C)CC2=O)N1 (centres undefined) | -6.4%&5.9% | -2.8%&2.5%
COc1cccc(C2=NN(C(=O)c3ccc(C(C)(C)C)cc3)C(O)(C(F)(F)F)C2)c1 (centres undefined) | 4.5% | -3.0%
CCOC(=O)CC1C(=O)NC2CCCCC2N1C(=O)Nc1ccc(Cl)cc1 (centres undefined) | -4.2% | 1.2%
CCN(c1nc(C)cc(OC)n1)S(=O)(=O)c1ccccc1 | 3.5% | -5.9%
Cc1cccc(CCNC(=O)C2CCN(S(=O)(=O)c3c(C)nn(C)c3C)CC2)c1 | 2.5% | 4.7%
Cn1cc(CNC(=O)C2CCCCC2)cn1 | -22.7% | 3.7%
COc1ccccc1N1CCN(C(=O)C(C)N(c2ccc(C)c(C)c2)S(C)(=O)=O)CC1 (centres undefined) | -13.3% | -5.6%
COc1ccc(CCNC(=O)COc2ccc(Br)c(C)c2)cc1 | 6.1% | 0.5%
CC1CCc2nn(CC(=O)NCCCN3CCOCC3)cc2C1 (centres undefined) | 0.3% | -0.7%
CC1(C)CC(=O)c2c(n(-c3cccc4ccccc34)ccc2=O)C1 | / | 8.9%
CCCOC(=O)c1ccc(Oc2c(-c3ccc(OC)cc3O)n[nH]c2C)cc1 | -9.2% | -2.3%
Cc1sc2ncnc(-n3cnc4ccccc43)c2c1C | 8.5% | 3.0%
COc1ccccc1CO/N=C/c1cccn1-c1nccc(N(C)C)c1C#N | / | 11.5%
CC1(C)OC(=O)C2(C(=O)O1)C1C3C4CC5C6C4C1C6C2C53 (centres undefined) | -1.9% | -1.8%
O=C(Nc1nc2ccc3ccccc3c2s1)c1ccc(Cl)cc1Cl | 3.5% | -0.4%

canonical_smiles | Rat MKP-3 inhibitors | Hsp70 displacement
CCOC(=O)c1sc2nc(N3CCOCC3)c3c(c2c1N)CCC3 | -0.4% | -3.5%
COc1cccc(/C=c2\sc3nc4ccccc4n3c2=O)c1OC | 0.1% | 3.1%
Cc1ccc2nc(Nc3nc(=O)c4ccccc4n3C)nc(C)c2c1 | 20.4% | -18.6%
O=C1CN(C(=O)COC(=O)C2=COCCO2)c2ccccc2N1 | 1.5% | -6.2%
CCOC(=O)c1ccc(NC(=O)Nc2ccn(C)n2)cc1 | -1.6% | 0.0%
Cc1cc(-c2ccccc2)nc(N2CCC(C(=O)NC34CC5CC(CC(C5)C3)C4)CC2)n1 | / | -6.8%
Cc1cccc(N(C(=O)CCC(=O)Nc2cccnc2)C(C(=O)NC2CCCC2)c2ccncc2)c1 (centres undefined) | / | 4.5%
O=C(O)C1OC(C(=O)O)C2C1C(F)(F)C2(F)F (centres undefined) | -3.6% | 3.0%
Cc1ccc(S(=O)(=O)c2c(N)n(CCC(C)C)c3nc4ccccc4nc23)cc1 | / | 5.6%
Cc1nc2c3ccccc3n(CC(=O)c3ccc(F)cc3)c(=O)n2n1 | -10.2% | 3.5%
CCN(CC)S(=O)(=O)c1ccc(-c2nnc3sc4cccc(C)c4n23)cc1 | -3.8% | -0.8%
